PKM2 act: qHTS Assay for Activators of Human Muscle isoform 2 Pyruvate Kinase; purified PKM2, Kinase-Glo ATP luminescence, activation; response scale: 0% is enzyme alone, no compound; Potency, µM (titrated, usually from 57.5 µM), inactives show at the top dose activation, actives largely listed as activators; Pyruvate kinase PKM (Homo sapiens), P14618; 260,000 tested, 0.34% active; AID 1631, 2009; further: potency means the concentration at half of the fitted maximal effect; on the % scale 0 is the no-effect control and ±100 the full control effect; nearly all actives have a fitted effect of over 55% in size
Target sequence (P14618 whole entry, looked up, canonical isoform): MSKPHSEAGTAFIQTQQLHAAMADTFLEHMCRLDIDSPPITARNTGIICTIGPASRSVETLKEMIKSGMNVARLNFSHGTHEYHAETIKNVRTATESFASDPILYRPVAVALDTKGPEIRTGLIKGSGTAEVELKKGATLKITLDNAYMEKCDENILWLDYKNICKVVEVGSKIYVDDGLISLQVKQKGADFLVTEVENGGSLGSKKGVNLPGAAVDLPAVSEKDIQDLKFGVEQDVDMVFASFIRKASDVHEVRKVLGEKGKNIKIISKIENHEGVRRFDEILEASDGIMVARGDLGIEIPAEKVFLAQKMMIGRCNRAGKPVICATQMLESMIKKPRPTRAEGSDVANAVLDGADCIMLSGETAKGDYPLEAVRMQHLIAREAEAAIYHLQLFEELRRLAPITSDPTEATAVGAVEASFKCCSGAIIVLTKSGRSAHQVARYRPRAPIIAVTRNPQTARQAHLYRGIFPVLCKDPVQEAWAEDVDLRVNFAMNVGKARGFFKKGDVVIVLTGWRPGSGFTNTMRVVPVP
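Kinase-Glo luminescence reports ATP generated from ADP (0.1 mM) and PEP (0.5 mM) by purified hPK-M2 after 1 h at room temperature, pH 7.2 imidazole buffer; intermediate enzyme activity allows detecting inhibitors and activators.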
RORgamma inh: qHTS for inhibitors of ROR gamma transcriptional activity. AID 2551, 2010. 310,000 tested, 5.4% active. Nuclear receptor ROR-gamma (Mus musculus), P51450. Potency, µM (top dose mostly 53.6 µM), without a hit: at the top dose activity change, negative = inhibition, actives largely listed as inhibitors. Drosophila S2 Gal4-RORgamma UAS-luciferase reporter, 20 h; further: potency means the concentration at half of the fitted maximal effect; on the % scale 0 is the no-effect control and ±100 the full control effect; nearly all actives have a fitted effect of over 60% in size
Target sequence (P51450 whole entry, looked up, the tested form may be a part): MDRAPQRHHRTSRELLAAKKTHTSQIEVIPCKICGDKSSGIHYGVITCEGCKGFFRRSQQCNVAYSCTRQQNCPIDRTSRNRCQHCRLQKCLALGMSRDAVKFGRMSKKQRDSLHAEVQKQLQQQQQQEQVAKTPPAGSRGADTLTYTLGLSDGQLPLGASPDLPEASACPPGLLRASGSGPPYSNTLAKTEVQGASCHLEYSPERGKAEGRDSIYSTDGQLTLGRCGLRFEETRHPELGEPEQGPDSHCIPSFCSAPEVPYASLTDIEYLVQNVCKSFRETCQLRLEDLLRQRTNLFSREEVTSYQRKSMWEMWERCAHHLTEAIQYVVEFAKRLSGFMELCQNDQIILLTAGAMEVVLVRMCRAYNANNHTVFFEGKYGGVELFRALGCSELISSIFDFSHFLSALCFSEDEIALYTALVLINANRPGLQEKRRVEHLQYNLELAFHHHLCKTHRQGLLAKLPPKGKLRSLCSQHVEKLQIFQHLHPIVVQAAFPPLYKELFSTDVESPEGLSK
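A Gal4/UAS one-hybrid system in insect cells: metallothionein-promoter Gal4–ROR gamma fusion plus Photinus luciferase reporter. Copper sulfate 700 uM final, 20 hr ambient incubation, luminescent detection after 10 min with reagent.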
FLuc modulator: qHTS profiling assay for firefly luciferase inhibitor/activator using purifed enzyme and Km concentrations of substrates (counterscreen for miR-21 project). Luciferin 4-monooxygenase (Photinus pyralis), P08659. purified FLuc, Km substrates, luminescence inhibition. Potency, µM (titrated, usually from 57.5 µM), for inactives: at the highest dose activity change, negative = inhibition, usual class: inhibitors. 360,000 tested, 6.9% active;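 further: potency means the concentration at half of the fitted maximal effect; plate controls were vehicle for no effect and reference inhibitor for full effect; nearly all actives have a fitted effect of over 55% in size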
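Purified P. pyralis luciferase, 10 nM final, with Km-level 10 uM D-luciferin and 10 uM ATP in 50 mM Tris acetate pH 7.5, 10 mM Mg acetate, 0.01% Tween-20, 0.05% BSA; 6-point qHTS titration about 60 µM downward; luminescence read.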
Mito fusion yeast: qHTS Assay for Small Molecule Inhibitors of Mitochondrial Division or Activators of Mitochondrial Fusion | AID 485298, 2010 | S. cerevisiae fusion-defective mutant growth rescue, CellTiterGlo 48 h | 320,000 tested, 0.23% active | Potency, µM (titrated, usually from 46.1 µM), inactives show at the top dose growth rescue (activation), hits mostly activators;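 further: potency means the concentration at half of the fitted maximal effect; % of control where 0% means no effect; nearly all actives have a fitted effect of over 45% in size; temperature-sensitive fusion mutants such as fzo1-1 at 37 °C on non-fermentable ethanol glycerol medium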
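Luminescent cell viability in 1536-well qHTS format served as the measure of rescued growth in ts fusion-mutant S. cerevisiae cultured on non-fermentable YPEG for 48 hours at 37C.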
Menin MLL FP TR: qHTS Assay for Inhibitors Targeting the Menin-MLL Interaction in MLL Related Leukemias: Competition With Texas Red Labeled MLL-derived Mutant Peptide; O00255; Menin + Texas Red MLL mutant peptide, fluorescence polarization; 270,000 tested, 0.23% active; Potency, µM (doses to about 61.6 µM), without a hit: top-dose FP activity change, negative = inhibition, usual class: inhibitors; active means well fitted inhibition curve with a large enough effect in the polarisation, with a control signal flat, not every such curve was filed as active; inconclusive means small, poorly fitted or top-dose-only effect, or effect the other way, or a change in a side signal; inactive means no such curve, though single readings can be large or run the other way; the % refers to the polarisation; further: potency means the concentration at half of the fitted maximal effect; % of control where 0% means no effect; many of its hits are not listed in these tables
Gal4-VP16 FLuc: VP16 counterscreen qHTS for inhibitors of ROR gamma transcriptional activity | 310,000 tested, 3.5% active | Potency, µM (top dose mostly 53.6 µM), inactives show top-dose activity, negative = inhibition, hits mostly inhibitors | Drosophila S2 Gal4-VP16 UAS-luciferase, luminescence, 20 h;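 further: Gal4-VP16 expression switched on by copper sulfate through the metallothionein promoter; potency means the concentration at half of the fitted maximal effect; on the % scale 0 is the no-effect control and ±100 the full control effect; nearly all actives have a fitted effect of over 50% in size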
KCNH2 3.1 inh: qHTS for Inhibitors of KCHN2 3.1: Mutant qHTS | Potassium voltage-gated channel subfamily H member 2, brain isoform KCNH2 3.1 (human) | U2OS KCNH2 3.1, thallium flux FluxOr; active compounds read low | AID 720553, 2013 | activity change, % (tested at about 1.8 µM) | 340,000 tested, 0.95% active;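 active means maximum activity change below -70%; inconclusive means maximum activity change from -70% to -50%; inactive means maximum activity change above -50%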;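 further: thallium influx rate constant from kinetic fluorescence after stimulation buffer; on the % scale 0 is the no-effect control and ±100 the full control effect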
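Normalized rate constant (relative to positive and negative DMSO controls) derived from a 2 min kinetic fluorescence read after stimulation; U2OS cells expressing the 3.1 isoform via virus at 1.77 x 10^8 /mL.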
NPC1 promoter act: qHTS Assay for NPC1 Promoter Activators; 320,000 tested, 2.4% active; Potency, µM (series often up to 9.22 µM), for inactives: at the highest dose activation, most hits filed as activators; Huh7 NPC1 promoter luciferase reporter, 24 h;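 further: potency means the concentration at half of the fitted maximal effect; % of control where 0% means no effect; nearly all actives have a fitted effect of over 60% in size; reporter is driven by a mutant NPC1 promoter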
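Stably transfected Huh7 (NPC1 promoter→luciferase), 1500 cells/well in Opti-MEM + 10% FBS, 2 h settle, then compound 24 h at 37 °C. Luminescence after 10 min with Amplite reagent.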
MBNL1 CUG block: qHTS Assay for Inhibitors of MBNL1-poly(CUG) RNA binding | 280,000 tested, 0.036% active | AID 2675, 2010 | Muscleblind-like protein 1 (Homo sapiens), Q9NR56 | Potency, µM (doses to about 57.5 µM), inactives show top-dose activity change, negative = inhibition, most hits filed as inhibitors | TR-FRET MBNL1-His/biotin-(CUG)12 binding, 665/545 ratio; active means well fitted inhibition curve with a large enough effect in the signal ratio, with a control signal flat, not every such curve was filed as active; inconclusive means small, poorly fitted or top-dose-only effect, or effect the other way, or a change in a side signal; inactive means no such curve, though single readings can be large or run the other way; the % refers to the signal ratio; further: potency means the concentration at half of the fitted maximal effect; on the % scale 0 is the no-effect control and ±100 the full control effect
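Compounds (final 92 nM to 58 uM) are added to His-tagged MBNL1 and biotin-(CUG)12, then terbium anti-His antibody and streptavidin-XL665 (5 nM final). After 60 min at room temperature, the 665/545 nm ratio is read.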
Rab9 promoter act: qHTS Assay for Rab9 Promoter Activators | Potency, µM (highest dose often 9.22 µM), for inactives: top-dose activation, negative = inhibition, most hits filed as activators | Huh7 Rab9 promoter-luciferase reporter, luminescence, 24 h | 320,000 tested, 2.8% active; further: potency means the concentration at half of the fitted maximal effect; % of control where 0% means no effect; nearly all actives have a fitted effect of over 60% in size
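Steps: seed 1500 Huh7 Rab9-luc cells per well, rest 2 h at 37 °C; add compound in DMSO; incubate 24 h; add luciferase reagent, 10 min ambient; read luminescence.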
ELG1 DNA repair: qHTS screen for small molecules that inhibit ELG1-dependent DNA repair in human embryonic kidney (HEK293T) cells expressing luciferase-tagged ELG1 | HEK293T ELG1-luciferase reporter, luminescence, 16 h; DNA damage induced by 5-fluorouridine | Potency, µM (doses to about 46.1 µM), for the others: at the top dose activity change, negative = inhibition, actives largely listed as inhibitors | 330,000 tested, 2.3% active | AID 504467, 2011; further: potency means the concentration at half of the fitted maximal effect; on the % scale 0 is the no-effect control and ±100 the full control effect; nearly all actives have a fitted effect of over 55% in size
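Cells (2,000 per well) received 5-fluorouridine plus test compound or DMSO and were incubated 16 hr at 37 °C, 5% CO2. Luciferase activity was read by luminescence 30 min after ONE-Glo addition; signal suppression marked inhibition of damage-induced ELG1 function.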
Active calls of the source: *; ? = inconclusive; . = no result given; [ ] = another dose, or the depositor's remark. Unless noted, the call rests on the fitted dose curve; in most records, active means well fitted curve in the direction sought with a large enough effect; inconclusive means small, poorly fitted or top-dose-only effect, or another doubt; inactive means no such curve, though single readings can be large; an effect the other way counts as inactive or inconclusive.

SMILES	PKM2 act	RORgamma inh	FLuc modulator	Mito fusion yeast	Menin MLL FP TR	Gal4-VP16 FLuc	KCNH2 3.1 inh	NPC1 promoter act	MBNL1 CUG block	Rab9 promoter act	ELG1 DNA repair
CC(C)NC(=O)CCCN1C(=O)c2ccccc2Sc2ncccc21	.	0%	0%	-10%	?	3%	4	-5%	0%	-3%	20%
Cc1ccc(NC(=S)N2CCN(CCN3C(=O)c4cccc5cccc(c45)C3=O)CC2)cc1	2%	7.1µM*	1%	-7%	48%[activator]	?	-7	1%	?	15%	?
CN(C)/C=C/C(=O)c1cnc2n(c1=O)CCS2	-3%	-8%	-2%	-1%	4%	-1%	2	-3%	?	5%	-13%
CC(=O)c1cccc(NC(=O)NC(C)C2CCCO2)c1 (stereo unspecified)	-3%	36%	1%	-3%	-3%	8%	0	1%	-7%	-3%	-8%
O=C(O)C1CC(c2ccc(F)cc2)=NO1 (stereo unspecified)	-2%	-7%	-2%	0%	1%	-3%	9	-1%	-14%	-2%	-13%
CCOC(=O)C1(Cc2ccccc2)CCCN(Cc2ccc(OCCO)cc2)C1 (stereo unspecified)	1%	-13%	-2%	-19%	-13%	-4%	4	-6%	-4%	1%	8%
COc1cccc(CN(C)C(=O)c2ccc(C)c(S(=O)(=O)N3CCCCC3)c2)c1	.	.	2%	5%	.	.	1	-6%	.	2%	2%
Cc1ccc2c(c1)C(=O)OC1(O)C3C4C=CC(C4)C3C(=O)N21 (stereo unspecified)	4%	5%	-1%	-5%	.	-6%	23	-4%	-7%	-5%	-4%
O=C(COc1ccccc1F)N1CCCc2ccccc21	2%	1%	-14%	0%	?	0%	0	7%	-2%	1%	22%
CCOc1ccc(N2C(=O)CN(C)C2=S)cc1	-3%	?	-2%	0%	1%	13%	-30	-1%	5%	0%	-2%
O=c1[nH]cnc2scc(-c3ccc(-c4ccccc4)cc3)c12	4%	-36%	1.2µM*	2%	-27%	?	1	1.1µM*	5%	1.1µM*	?
Cc1ccc(C)c(C(C)NC(=S)NCc2ccc(F)cc2)c1 (stereo unspecified)	0%	5µM*	0%	3%	1%	1.4µM*	-47	-6%	-8%	2%	.
CCn1c(SCc2ccc([N+](=O)[O-])cc2)nnc1C(C)NC(=O)c1ccc(C)cc1 (stereo unspecified)	-14%	-1%	-2%	-3%	-13%	-4%	13	-3%	?	-1%	2%
COc1ccc(-c2nc(-c3ccc(Br)o3)no2)cc1	-9%	?	0.95µM*	1%	2%	-25%	-12	0.63µM*	9%	0.45µM*	?
O=C(Nc1nc2ccccc2[nH]1)NC1CCCCC1	-7%	11µM*	1.5µM*	3%	2%	?	0	0.45µM*	0%	0.4µM*	?
CCOc1ccc(CC(=O)N2CCN=C2SCc2ccc([N+](=O)[O-])cc2)cc1	6%	24%	6%	?	2%	-8%	-30	-5%	?	1%	-25%
CC(=O)c1ccc(NC(=O)/C(=C\c2cccs2)NC(=O)c2ccco2)cc1	-4%	21%	-1%	-5%	10%	12%	2	-3%	?	0%	2%
O=C(NCc1ccc2c(c1)OCO2)c1cccc(Cl)c1	-9%	15%	-2%	2%	1%	7%	-9	4%	0%	20%	11%
c1ccc2c(c1)c1ccccc1n1c(-c3ccc4c(c3)OCO4)nnc21	-1%	-17%	-17%	-4%	-11%	-5%	-6	0%	-3%	-6%	?
COc1ccc(S(=O)(=O)n2nc(C)cc2C)c(C)c1C	-5%	8%	1%	2%	2%	-7%	-10	-3%	-3%	-2%	-12%
COc1ccc(OC)c(NC(=O)C2CCCN2C(=O)OCc2ccccc2)c1 (stereo unspecified)	-19%	-8%[0.365 µM]	2%	4%	-22%	.	1	5%	0%	-1%	0%
O/N=C1/C2C3CC4C5C3C1C5C1(OCCO1)C42 (stereo unspecified)	-19%	-16%	-3%	1%	-11%	-6%	-2	4%	-23%	5%	7%
O=C1CSc2ccc(C(=O)NCCC3=CCCCC3)cc2N1	0%	31%	-3%	3%	-24%	8%	-6	16%	-2%	27%	?
Cn1c(=O)c2ncn(CC(=O)N/N=C/c3ccco3)c2n(C)c1=O	14%	16%	4%	1%	-2%	0%	18	-4%	1%	-5%	13%
Cc1cc(NCc2ccc(F)cc2Cl)n2nnnc2n1	2%	-10%	-2%	2%	11%	-10%	-19	0%	2%	3%	0%

Continued.
SMILES	PKM2 act	RORgamma inh	FLuc modulator	Mito fusion yeast	Menin MLL FP TR	Gal4-VP16 FLuc	KCNH2 3.1 inh	NPC1 promoter act	MBNL1 CUG block	Rab9 promoter act	ELG1 DNA repair
O=C(CN1CCCCCC1)Nc1cccc([N+](=O)[O-])c1	-4%	15%	2%	5%	4%	-12%	6	0%	?	-3%	8%
CCCn1c(=O)c2ccccc2n2c(SCCOc3ccccc3)nnc12	-4%	5%	-2%	2%	-7%	3%	-16	-1%	-15%	1%	-21%
COc1cccc(C(=S)N2CCCC2)c1OC	2%[11.5 µM]	?	-19%	0%	?	0.079µM*	18	-5%	3%	-11%	-5%
COc1cc(Cl)c(C)cc1NC(=O)COC(=O)C1=COCCO1	.	.	0%	4%	.	.	6	-2%	.	-1%	?
Oc1ccccc1N=Cc1c(O)ccc2ccccc12	21%	8.9µM*	13µM*	-19%	?	?	5	-3%	?	2%	-4%
O=C(O)C1CCCCC1C(=O)NC(c1ccccc1)c1ccccc1 (stereo unspecified)	-10%	24%	0%	1%	.	0%	-14	2%	-7%	0%	?
Cc1ccc(Cl)cc1NC(C#N)c1ccccc1 (stereo unspecified)	-2%	4%	4%	10%	.	7%	7	0%	-11%	2%	10%
COc1ccc(NC(=O)c2cccc(F)c2)cc1Cl	-6%	27%	13µM*	-2%	16%	-6%	-5	3.5µM*	0%	?	?
O=C(NCc1ccco1)Nc1ccc(Br)cc1	-1%	26%	?	-3%	4%	?	1	28%	0%	?	?
Cc1cccc2cc3c(nc12)SC(=NCC1CCCO1)N(Cc1ccco1)C3 (stereo unspecified)	11µM*	2.8µM*	-12%	9%	-10%	3.2µM*	-7	-4%	21%	-3%	?
CCS(=O)(=O)n1nc(-c2ccc(Cl)cc2)nc1SCc1ccccc1	4%	-41%	15µM*	23%	?	?	-4	29%	-3%	?	?
COc1cc(/C=N/NC(=O)c2ccoc2C)ccc1OCCN1CCCCC1	.	-9%	-2%	0%	.	-4%	-26	6%	7%	10%	0%
NC(=S)C1COc2ccccc2O1 (stereo unspecified)	0%	13µM*	0%	-4%	.	-29%	3	3%	-4%	-2%	18%
CC(C)(CO)Nc1ccc([N+](=O)[O-])cc1[N+](=O)[O-]	9%	14%	-2%	-3%	9%	2%	30	-3%	?	-2%	14%
CCN1CCN(CCCNC(=O)CCc2nc(-c3ccc(OC)cc3)no2)CC1	0%	-2%	3%	-2%	-12%	-3%[10 µM]	-3	-3%	5%	-1%	0%
CCOC(=O)N1CCC(NC(=O)CCC(=O)N2CC(C)Oc3ccc(C)cc32)CC1 (stereo unspecified)	6%	30%	-1%	-3%	19%	12%	-3	-4%	-21%	-3%	-9%
CC(C)Oc1ccc(C(=O)NC(=S)Nc2ccc(Cl)c(C(=O)O)c2)cc1	-6%	-3%	17µM*	-2%	.	-6%	-20	?	.	?	?
CS(=O)(=O)Nc1ccc(C(=O)Nc2ccccc2Cl)cc1	-1%	10%	1%	-2%	20%	-13%	-16	-5%	-1%	-1%	-8%
CCCOc1ccc(Cc2nn3c(=O)/c(=C/c4ccco4)sc3nc2=O)cc1	2%	0%	-1%	3%	?	-10%	5	-3%	-10%	-2%	-9%
CC(=O)Nc1cccc(C(=O)OCC(=O)c2ccc3c(c2)OCO3)c1	.	.	0.13µM*	-14%	.	.	9	0.32µM*	.	0.089µM*	?
CCN(CC)C(=O)c1cncc(C(=O)N(CC)CC)c1-c1ccccc1	-20%	14%	0%	4%	0%	22%	11	4%	-1%	-3%	14%

Screens as filed in PubChem BioAssay.

These rows are one share of the data; count on the stated rates, not on these rows.
